OX1R FRET antag – antagonists of human orexin 1 receptor (OX1R) | hit rate 1.8% among 330,000 | O43613 | inhibition, % at 6.6 µM | OX1R-expressing cells, FRET antagonist read-out; in the data active means inhibition mostly above about 38%, no sharp cut-off; inactive means mostly below about 40%;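 further: 0% = agonist challenge alone and 100% = reference antagonist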
Target sequence (O43613 whole entry, looked up): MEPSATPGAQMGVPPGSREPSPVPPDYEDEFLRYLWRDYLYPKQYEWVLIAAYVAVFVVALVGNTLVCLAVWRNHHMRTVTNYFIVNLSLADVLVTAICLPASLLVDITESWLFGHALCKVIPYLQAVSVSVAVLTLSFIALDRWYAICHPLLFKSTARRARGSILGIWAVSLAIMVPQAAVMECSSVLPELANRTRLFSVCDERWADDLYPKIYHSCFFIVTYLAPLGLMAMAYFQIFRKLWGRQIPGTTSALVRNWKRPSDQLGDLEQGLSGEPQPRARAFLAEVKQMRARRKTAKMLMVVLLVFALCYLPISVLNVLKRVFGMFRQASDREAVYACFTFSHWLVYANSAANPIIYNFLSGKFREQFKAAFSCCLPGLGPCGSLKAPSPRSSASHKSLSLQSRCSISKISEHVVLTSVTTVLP
STK33 inh – inhibitors of human STK33 kinase. hit rate 0.073% among 320,000. purified STK33, MBP phosphorylation, ADP-Glo luminescence. Q9BYT3. inhibition, % at 10 µM;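 active means inhibition at or above 25%, using the most active replicate where run in duplicate; inactive means inhibition below 25%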
Target sequence (Q9BYT3 whole entry, looked up): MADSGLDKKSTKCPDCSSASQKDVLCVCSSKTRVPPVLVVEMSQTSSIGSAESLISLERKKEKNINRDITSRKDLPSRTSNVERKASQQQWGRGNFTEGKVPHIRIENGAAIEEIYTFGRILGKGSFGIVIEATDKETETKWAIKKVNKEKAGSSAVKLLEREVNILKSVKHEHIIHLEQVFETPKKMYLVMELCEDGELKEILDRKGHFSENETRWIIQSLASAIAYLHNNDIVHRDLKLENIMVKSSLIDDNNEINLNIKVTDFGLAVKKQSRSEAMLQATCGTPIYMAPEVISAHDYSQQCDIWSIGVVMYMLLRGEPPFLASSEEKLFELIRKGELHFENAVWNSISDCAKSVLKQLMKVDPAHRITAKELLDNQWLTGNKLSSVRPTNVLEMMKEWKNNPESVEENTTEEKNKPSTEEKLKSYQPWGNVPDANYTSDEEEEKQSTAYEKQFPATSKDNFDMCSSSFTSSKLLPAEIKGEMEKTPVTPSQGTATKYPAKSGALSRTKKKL
An asterisk follows results filed as active; . = no result given.

SMILES,STK33 inh,OX1R FRET antag
COc1ccc(C(OC(=O)c2ccco2)C(=O)NCc2ccco2)cc1 (stereo unspecified),-2.5,-1
O=C1/C(=C\c2cccnc2)CCc2ccccc21,-0.8,5
CCOc1ccc(/C=N/NC(=O)C(C)N(c2ccc(OC)cc2)S(C)(=O)=O)cc1OCC (stereo unspecified),0.5,22
CC(C)[C@@H](C(=O)N1CCN(Cc2ccc3c(c2)OCO3)CC1)n1nnc2ccccc2c1=O,-1.2,19
Cc1ccc(/C=N/NC(=O)c2ccoc2C)o1,-0.1,16
O=C(c1ccc(NC2=NC3CS(=O)(=O)CC3S2)cc1)N(CCO)Cc1ccccc1 (stereo unspecified),-2.0,9
CCN1CCN(CCCN(Cc2ccco2)C(=S)Nc2ccccc2Cl)CC1,-0.5,25
O=C(NCC1CCCO1)c1ccc(CS(=O)(=O)c2ccc(Cl)cc2)o1 (stereo unspecified),-1.0,3
Cc1nc(SCC(=O)NCc2ccco2)c2oc3ccccc3c2n1,-3.6,17
Cc1ccc(NS(=O)(=O)c2ccc(-c3ccc(=O)[nH]n3)o2)cc1,-0.8,15
CN(C)C(CNC(=O)CSc1nc2sc3c(c2c(=O)n1C)CCCC3)c1ccccc1 (stereo unspecified),3.5,12
O=C(c1ccco1)N1CCN(CC(O)Cn2c3ccccc3c3ccccc32)CC1 (stereo unspecified),2.8,27
CN(CC(=O)Nc1cccc(F)c1)CC(=O)Nc1ccc(Cl)cc1[N+](=O)[O-],-1.1,27
O=C(COC(=O)C1COc2ccccc2O1)NC1CCS(=O)(=O)C1 (stereo unspecified),0.3,19
O=C(Nc1ccc(S(=O)(=O)Nc2ncccn2)cc1)c1ccco1,-2.3,17
O=C(Nc1cc(-c2ccccc2)[nH]n1)c1ccccc1F,3.2,25
CCC(C)NC(=O)COC(=O)c1oc2ccccc2c1CSc1ccc(Cl)cc1 (stereo unspecified),0.4,22
Nc1nc(-c2c(Cl)cccc2Cl)no1,-1.4,6
Cc1ccc2nc(C3CCCCC3)[nH]c2c1,0.3,17
CCc1c(-c2ccccc2)nc2sc3c(c2c1N)CCCC3,-0.7,49*
COc1ccc(NC(=O)C(=O)N/N=C(\C)CC(=O)Nc2cc(C)ccn2)c(OC)c1,-0.9,9
CCOc1ccc(N2C(=O)CC(SC(=NC)Nc3ccc(F)cc3)C2=O)cc1 (stereo unspecified),-0.6,-8
COc1cc(/C=C2/C(=O)ON=C2c2ccccc2)ccc1O,0.4,25
COc1ccc(/C=C2\SC(=NCc3ccccc3)NC2=O)cc1,5.3,16
O=C(CNC(=O)c1ccccc1F)OCc1nc2ccc(Cl)cc2n1CCO,-0.7,2
O=Nc1c(O)n(Cc2c(Cl)cccc2Cl)c2ccccc12,-1.8,34
O=C(NCc1ccc(N2CCCC2=O)cc1)c1cnccn1,-1.0,-2
COc1ccc(C(=O)NC2CCCCCC2)cc1OC1CCN(C(C)=O)CC1,0.0,7
c1ccc(CC2CNc3ccccc3CN2)cc1 (stereo unspecified),-0.8,12
Cc1cc(C)nc(SCC(=O)OCN2C(=O)c3ccccc3C2=O)n1,-0.7,19
COc1ccc(-c2cc(C(=O)N3CCN(c4ccccc4)CC3)c3ccccc3n2)cc1OC,.,25
COc1ccc(S(=O)(=O)n2ccc(C(C)Oc3ccc(-c4ccccc4)c(F)c3)n2)cc1 (stereo unspecified),-0.4,13
CCN1CCc2c(sc(NC(=O)c3ccc(S(=O)(=O)N4CCOCC4)cc3)c2C(=O)OC)C1,-0.1,19
COc1ccc2nc(NC(=O)c3ccccc3-c3ccccc3C(=O)O)sc2c1,-1.0,11
CC(C)(C)NNC(=S)Nc1cccc(C(F)(F)F)c1,-1.1,2
Cc1ccc(NC(=O)CN2C(=O)N/C(=C/c3ccc(N4CCOCC4)cc3)C2=O)cc1,-2.1,8
Cc1onc(-c2ccccc2)c1C(=O)Nc1ccc(C(=O)N2CCCCC2)cc1,-9.2,-2
CCOC(=O)CCc1c(C)c2ccc(OCc3cc([N+](=O)[O-])ccc3OC)c(C)c2oc1=O,-3.1,0
Cc1cc(S(=O)(=O)Nc2cccnc2)c(C)s1,-1.1,15
O=C(COC(=O)c1ccc([N+](=O)[O-])cc1Cl)NC(=O)c1ccccc1,-1.6,24
COCCn1c(SCC(=O)N(C(C)C)C(C)C)nnc1-c1cc2ccccc2cc1O,-0.5,24
CCC(C)C(NC(=O)C1CCC(C)CC1)C(=O)NCCCN1CCCCC1CC (stereo unspecified),-1.7,5
O=C(CN(C(=O)c1cc2c(s1)CCC2)C1CCCC1)NCc1cccs1,-0.1,19
Cc1nc(N/N=C\c2ccc3c(c2)OCO3)sc1C,-0.5,14
CC1CCCC(C)N1C(=O)COC(=O)C(Cc1ccccc1)NC(=O)c1cccs1 (stereo unspecified),-0.2,14
Cc1ccc([N+](=O)[O-])cc1NC(=O)c1ccc(C(C)(C)C)cc1,-0.7,15
O=C(Cn1cnc2c(NCc3ccccc3)ncnc21)NCCN1CCOCC1,.,14
CN(C)C(=O)C1CC(=O)OC12CCCCC2 (stereo unspecified),-2.1,7
CN(C)C(=O)N1CCC(C(=O)NCc2ccc(F)cc2)CC1,-1.1,9
Cc1onc(-c2ccccc2Cl)c1C(=O)NNC(=O)c1ccc(F)cc1,-0.5,36
O=S(=O)(/C=C/c1ccccc1)NC1CCCCCCC1,0.4,30
CC(C)OC(=O)CSc1nnc(-c2cnccn2)n1-c1ccc(Cl)cc1,0.1,8
COc1ccc(NC(=O)Cc2ccc(Cl)cc2)cc1NC(=O)c1ccco1,1.1,13
CCOc1ccc(N2CC(NC(=O)c3ccc4ccccc4c3)CC2=O)cc1 (stereo unspecified),-2.1,3
Cc1cccc(OCC(=O)N/N=C/c2cccn2C)c1,-1.0,12
C=CCn1c2ccccc2c2nnc(SCC(=O)O)nc21,-0.9,19
CCc1c(C)nc2c(-c3ccccc3)c(C)[nH]n2c1=O,0.0,.
COC(=O)c1ccc(NC(=S)NCc2ccco2)cc1,-1.8,18
CCC(C)NC(=O)CSc1nc2ccccc2c(=O)n1-c1c(C)n(C)n(-c2ccccc2)c1=O (stereo unspecified),0.3,29
O=C(N/N=C/c1ccncc1)c1cc([N+](=O)[O-])cc([N+](=O)[O-])c1,-0.7,86*

(further entries)
SMILES,STK33 inh,OX1R FRET antag
Nc1cc(OC(=O)c2ccco2)nn1S(=O)(=O)c1ccc(F)cc1,-0.3,12
C=CCOc1c(Br)cc(/C=C2/NC(=S)N(C(C)=O)C2=O)cc1OC,-1.1,53
COc1ccc(CN(CC(=O)NCc2ccc3c(c2)OCO3)C(=O)c2csnn2)cc1,-0.8,25
Nc1cc(-c2ccccc2)nn1S(=O)(=O)c1ccc(F)cc1,-2.4,19
CCOc1nc(-c2ccccc2)ncc1Oc1ccccc1,0.2,8
Cc1cccc(Oc2cnn(C(C)(C)C)c(=O)c2Cl)c1,-1.4,8
COc1ccc(CNC(=O)C2Cc3cc(S(=O)(=O)N4CCCC4)ccc3N2C(C)=O)c(OC)c1 (stereo unspecified),0.4,2
COCCOC1CCN(C(=O)C2CCC(=O)N(CCc3ccc(OC)cc3)C2)CC1 (stereo unspecified),-1.2,-1
CCC1(CC)Cc2ccccc2-c2nc(NCCCO)[nH]c(=O)c21,1.3,15
N#CCCN/N=C(\Cc1nc2ccccc2[nH]1)c1ccccc1,0.2,12
CC(Nc1nc2ccccc2n2cnnc12)c1ccccc1 (stereo unspecified),-0.7,18
O=c1[nH]c2ccccc2nc1-c1ccc(Cl)cc1,-2.1,-29
CCOC(=O)C1(Cc2cccc(OC)c2)CCCN(C(=O)CCc2cccnc2)C1 (stereo unspecified),-0.9,7
Cn1c(NCc2ccccc2)nc2c1c(=O)n(Cc1ccc(Br)cc1)c(=O)n2C,-0.4,-4
COc1ccc2ccccc2c1/C=N/Nc1cccc(C(=O)O)c1,0.8,19
O=C(CN1C(=O)CSC1=O)c1ccccc1,-1.7,4
O=C(CCCn1c(=O)[nH]c2ccsc2c1=O)NC1CCCCC1,-0.5,24
CCC1Oc2ccc(C)cc2N(CC(=O)N(Cc2ccncc2)Cc2ccco2)C1=O (stereo unspecified),-0.4,36
CC1CC(CN)CC(CO)C1 (stereo unspecified),0.0,4
COc1ccc2nc(NC(=O)Cc3ccc(OC)c(S(=O)(=O)N4CCOCC4)c3)sc2c1,3.1,20
Cc1ccc(S(=O)(=O)N(CC(=O)c2ccc(Cl)cc2)C(=O)N2CCN(C)CC2)cc1,-0.2,3
CC(O)[C@H]1CNC(=O)C(=O)N1CCc1cc(C(F)(F)F)cc(C(F)(F)F)c1 (stereo partly specified),-0.9,21
O=C1NC[C@@H](c2ccccc2)OC(=O)[C@@H](Cc2ccc(F)cc2)CC/C=C/C[C@H]1CC(=O)N(CCO)Cc1ccccc1,-1.7,7
CCOC(=O)C1CCCN(S(=O)(=O)c2ccc(Cl)nc2)C1 (stereo unspecified),-0.2,13
Cc1cc2c3c([nH]c2cc1S(=O)(=O)N1CCC2(CC1)OCCO2)CCCC3=O,-1.5,5
Fc1ccc(NC(=S)Nc2ccc3nccnc3c2)cc1,1.7,28
Cc1ccc(C(c2nnnn2CC2CCCO2)N2CCN(C(=O)c3ccco3)CC2)cc1 (stereo unspecified),-1.1,19
O=C(N/N=C/c1ccc(O)c(O)c1)c1cccc(S(=O)(=O)N2CCCCC2)c1,0.1,18
COc1cccc2cc(-c3n[nH]c(=S)n3C)oc12,0.2,17
C=CCn1c(SCC(=O)N2CC(C)OC(C)C2)nnc1-c1ccncc1 (stereo unspecified),-0.6,0
CCC(=O)Nc1ccc(-c2nnc(SCC(=O)N3CCCCC3)n2C)cc1,-0.9,8
Cc1nc(Oc2ccccc2)c2ccsc2n1,-0.1,8
CCN(C(=O)COC(=O)c1ccc(F)c(S(=O)(=O)N2CCOCC2)c1)C1CCS(=O)(=O)C1 (stereo unspecified),-1.1,10
O=C(Cc1cccs1)Nc1ccc(S(=O)(=O)N2CCCC2)cc1,-1.9,19
O=C(Cc1ccccc1)Nn1c(-c2ccccc2F)nc2ccccc2c1=O,-0.5,7
O=C(CC(=O)c1ccccc1)Nc1ccccc1C(F)(F)F,-1.1,-1
C=CCNC(=O)NC(=O)COC(=O)/C=C/c1cccc([N+](=O)[O-])c1,-2.1,33
O=C(COC(=O)c1cccc(Br)c1)NCCc1ccc(F)cc1,-0.9,11
CCOC(=O)c1nnc(-c2cccs2)nc1Oc1ccc(Cl)cc1,0.0,15
Cc1cc(NC(=O)/C=C/c2ccc(Br)cc2)no1,-0.7,22

Part of the list above, with two lines to a compound:
Every second line gives: STK33 inh, OX1R FRET antag
> CCC(=O)Nc1ccc(-c2nnc(SCC(=O)N3CCCCC3)n2C)cc1
    -0.9, 8
> Cc1nc(Oc2ccccc2)c2ccsc2n1
    -0.1, 8
> CCN(C(=O)COC(=O)c1ccc(F)c(S(=O)(=O)N2CCOCC2)c1)C1CCS(=O)(=O)C1 (stereo unspecified)
    -1.1, 10
> O=C(Cc1cccs1)Nc1ccc(S(=O)(=O)N2CCCC2)cc1
    -1.9, 19
> O=C(Cc1ccccc1)Nn1c(-c2ccccc2F)nc2ccccc2c1=O
    -0.5, 7
> O=C(CC(=O)c1ccccc1)Nc1ccccc1C(F)(F)F
    -1.1, -1
> C=CCNC(=O)NC(=O)COC(=O)/C=C/c1cccc([N+](=O)[O-])c1
    -2.1, 33

(continued)
SMILES,STK33 inh,OX1R FRET antag
CCOc1ccc(C(=O)NCc2ccc3c(c2)OCO3)cc1OCC,-0.2,13
COc1cc(C2N(c3ccccn3)C(=O)C3CCCN32)cc(OC)c1OC (stereo unspecified),0.0,15
CCc1cc(C(=O)OC)c(NC(=O)CN2CCN(C(=O)c3ccco3)CC2)s1,1.0,30
CC(=Nc1ccccc1C(F)(F)F)c1ccncc1,0.0,-7
CCn1nnc2sc3c(c2c1=O)CCC(C)C3 (stereo unspecified),-1.1,14
O=C(Nc1cccc(-c2ccc(N3CCOCC3)nn2)c1)c1ccc(F)cc1F,-0.3,5
Cc1cc(NC(=O)CSCC(=O)Nc2cc(C(F)(F)F)ccc2N2CCCC2)no1,-1.1,18
COc1ccc([C@@H]2CC=C(C(=O)O)[C@H](c3ccc(C)cc3)N2S(=O)(=O)c2ccccc2C)cc1,.,50*
C=CCN1C(=O)c2ccc(C(=O)N3CCC(C(N)=O)CC3)cc2C1=O,0.4,42
CSCC[C@H](NC(=O)NCc1ccc(F)cc1)C(=O)O,-0.8,10
O=C(/C=C/c1ccc(Cl)c(C(F)(F)F)c1)N1CCN(c2ccccn2)CC1,-2.3,31
COc1cc(/C(C)=N\NC(N)=S)cc(OC)c1OC,-1.3,11
COc1ccc([C@H]2Cc3cc(O)cc(O)c3C(=O)O2)cc1O,8.8,6
CCOC(=O)CN1C(=O)/C(=C/c2ccccc2Br)Oc2ccccc21,-0.7,2
COC(=O)c1cc(C)nc(Sc2ccccc2NC(C)=O)n1,-1.3,13
CC1=C(/C=C/C(=O)O)C(C)(C)CCC1,-2.1,13
O=C1COc2ccc(S(=O)(=O)CCC(=O)N3CCN(c4cccc(Cl)c4)CC3)cc2N1,0.6,10
COc1ccccc1C(=O)NC(=O)COC(=O)CNC(=O)c1ccc(Cl)cc1Cl,-3.2,11
COc1ccc(S(=O)(=O)CCC(=O)NCc2ccc(C)o2)cc1,0.6,8
CC(C)CC(=O)NC(=S)Nc1ccc(Cl)cn1,0.6,6
CCCCn1c(N)c(N(C(=O)CSc2nnc(C)n2-c2ccccc2)C2CCCC2)c(=O)[nH]c1=O,-1.0,5

Assay outcomes (PubChem BioAssay)
